Compound activity (PubChem)
T cell modulator: T cell immune modulators affecting CD8 T cell-vesicle binding; AID 2052; 330,000 tested, 0.068% active; calls only at 7 µM; 2C CD8+ T cell-vesicle binding, flow cytometry; stronger effect = lower value;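 active means response, share of CD8 T cells binding vesicles, and their 90th percentile fluorescence all below set limits, cut at about 80% in these data, passing the limit was not always enough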
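Material: murine 2C transgenic CD8+ T lymphocytes / Also added: QL9-peptide-loaded Drosophila micro-vesicles bearing Ld, ICAM-1 and B7-1 / Schedule: binding step 1.5 h, 37 °C, antibody labelling 20 min, ice / Signal: flow cytometry, PE anti-B7-1 (FL2) versus Alexa647 anti-CD8 (FL8), PFA-fixed / Evaluation: percent CD8+ FL2 mean versus row control / Benchmarks: naked versus QL9-loaded vesicles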
Autophagy mod: modulators of autophagy; MEF GFP-LC3 puncta imaging; test concentration mostly 10 µM; calls only at 10 µM (by protocol); 190,000 tested, 0.98% active;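 active means percentage of spot-positive cells more than 3 SD above its plate mean, without a fluorescence outlier flag or 80% toxicity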;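 further: spot-positive cell cutoff set from DMSO-treated cells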
WT yeast gro inh: growth inhibition of WT yeast, mitochondrial fusion screen; mitochondrial fusion phenotypic screen, WT strain; inhibition, % at 10 µM; 190,000 tested, 2.1% active; AID 1362; in the data active means inhibition above about 58%; tested in S. cerevisiae
P. falciparum M17LAP: P. falciparum M17LAP inhibitors, primary screen, biochemical, fluorogenic H-Leu-NHMec substrate, 1536-well (AID 1619). recombinant M17LAP, H-Leu-NHMec fluorogenic kinetic assay; higher % means a stronger effect. one-dose inhibition, % at 30 µM; IC50 in µM for titrated hits. 220,000 tested, 0.38% active;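 active means compound inhibiting the enzyme by more than half at any dose during confirmatory dose-response retesting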;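 further: plate controls were full reaction with DMSO carrier for no effect and no enzyme background for full effect; strong numbers were not always called active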
MT stabilizer: microtubule stabilization, imaging screen; HeLa tubulin immunostaining HCS, 24 h; share of cells brighter than vehicle mean+2SD; % tubulin-high responders, % at 10 µM; 200,000 tested, 0.83% active; AID 2205;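 active means plate Z-score above 3 for both tubulin-high and condensed-nucleus cell shares, with cell loss under 80%, at 10 µM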;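 further: anti alpha tubulin signal scored within the nucleus-defined area of each cell; some results filed as inactive read as strong as hits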
Dynein transport: blocks dynein driven cargo transport along microtubules. AID 1381. 3617.4 mouse cells, GR-EGFP nuclear translocation imaging; test concentration mostly 20 µM; stimulated with dexamethasone, 1 µM; stronger effect = lower value. 220,000 tested, 0.47% active. z-score, hits read low;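 active means plate z-score of nuclear minus cytoplasmic receptor signal below a set negative limit, without overly bright fluorescence or cell loss, cut at about -3.5 in these data, passing the limit was not always enough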;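 further: z-score of nuclear minus cytoplasmic ring GR-EGFP intensity difference per well; some compounds called inactive have numbers as strong as hits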
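Also added: dexamethasone, 1.0 µM final. Medium: tet-free, stripped-serum medium. Detection: fixed, Hoechst-stained cells imaged at 10x for EGFP. Read-out: nuclear-to-cytoplasmic GR-EGFP distribution per well. Times: induction 48 h, compound 1 h, agonist 30 min.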
bCat nuc transl: beta-catenin nuclear translocation modulation. AID 1665. HeLa beta-catenin nuclear translocation, immunofluorescence imaging. 190,000 tested, 0.3% active. nuclear translocation activity, % at 5 µM;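 active means nuclear translocation activity above 50% at 5 µM, with a well cell count of 50 or more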;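 further: per-cell ratio of nuclear to cytoplasmic median beta-catenin stain intensity; plate controls were DMSO negative control for no effect and GSK-3 inhibitor IX positive control for full effect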
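Test system: human HeLa cells, endogenous beta-catenin. Times: 24 h compound exposure, 37°C. Measured by: beta-catenin immunofluorescence imaging with DAPI.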
Yfh1-off respiration: enhancers of respiration in Yfh1-depleted yeast, dose response, Friedreich's ataxia, plus single-dose screen (AID 1465) | S. cerevisiae Yfh1-off respiration, WST-1 reduction, 72 h; higher fold induction means a stronger effect | fold induction at 50 µM, or EC50 in µM where a hit was titrated | 220,000 tested, 0.074% active;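 active means fold induction of absorbance versus untreated yeast above a set limit, then at least 30% activation at any dose in follow-up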;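 further: activators that raise dye reduction in frataxin-depleted yeast; strong numbers were not always called active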
M1AAP inhibition: malaria alanyl aminopeptidase activity blockers – biochemical, fluorogenic H-Leu-NHMec substrate, 1536-well (AID 1445); one-dose inhibition, % at 30 µM; IC50 in µM for titrated hits; 220,000 tested, 0.42% active; recombinant M1AAP, H-Leu-NHMec fluorogenic kinetic assay; higher % means a stronger effect;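 active means primary inhibition above the hit cutoff, then over 50% inhibition at one or more dose response concentrations, cut at about 23% in these data, passing the limit was not always enough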;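 further: plate controls were DMSO full reaction for no effect and no enzyme background for full effect; strong numbers were not always called active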
WT yeast gro inh mutant strain: recorded beside WT yeast gro inh, whose call it bears; inhibition, %; mitochondrial fusion phenotypic screen, mutant strain inhibition
Dynein transport cytoplasmic EGFP: recorded beside Dynein transport, whose call it bears; z-score; measured here: cytoplasmic GR-EGFP intensity; stronger effect = higher value
Dynein transport nuclear GR-EGFP: further read-out of Dynein transport, marked with its call; z-score; measured here: nuclear GR-EGFP intensity;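 lower value marks the stronger effect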
Dynein transport cell count: recorded beside Dynein transport, whose call it bears; z-score; measured here: cell count per field
bCat nuc transl cell count 5 µM: further read-out of bCat nuc transl, marked with its call; cell count; measured here: cell count, cytotoxicity flag
T cell modulator vesicle-bound %: recorded beside T cell modulator, whose call it bears; double positive events, %; measured here: CD8+ vesicle-bound cell fraction;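 binding gate set so that unloaded-vesicle control wells show 10% double positive cells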
MT stabilizer Hoechst-high %: also measured in MT stabilizer; calls as there; % Hoechst-high responders; measured here: nuclear condensation Hoechst responders;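 share of cells brighter than vehicle mean plus two SD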
MT stabilizer cytotoxicity %: second read-out of MT stabilizer, no call of its own (marks repeat the call); toxicity, %; measured here: cytotoxicity by cell density;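 0% = mean cell density of plate MIN control wells and 100% = no cells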
Autophagy mod cell loss 18 h: second read-out of Autophagy mod, no call of its own (marks repeat the call); toxicity, %; measured here: cell loss, nuclei count;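 cell loss after 18 h compound exposure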
An asterisk follows results filed as active; i = inactive; . = no result given.

SMILES	T cell modulator	T cell modulator vesicle-bound %	Autophagy mod	Autophagy mod cell loss 18 h	WT yeast gro inh	WT yeast gro inh mutant strain	P. falciparum M17LAP	MT stabilizer	MT stabilizer Hoechst-high %	MT stabilizer cytotoxicity %	Dynein transport	Dynein transport cytoplasmic EGFP	Dynein transport nuclear GR-EGFP	Dynein transport cell count	bCat nuc transl	bCat nuc transl cell count 5 µM	Yfh1-off respiration	M1AAP inhibition
O=S1(=O)CCC(N=Cc2ccc(-c3ccc(Cl)cc3)o2)C1 (stereo unspecified)	i	46.9	i	10.0	-10.9	-11.9	42.6%	3.1	1.7	8.2	-0.724	-0.3	-0.611	0.812	0.4	1488	i	13.6%
Clc1ccc(Cn2ncc3c(N4CCCC4)ncnc32)cc1	i	50.5	i	-8.4	9.0	11.7	-1.4%	3.5	3.0	7.3	-0.0377	-0.212	-0.282	1.04	0.6	1000	i	-0.4%
COc1cc(/C=N\NC(=O)c2ccc(C)nc2)ccc1OC(=O)c1ccco1	i	37.9	i	-2.3	-2.0	-3.6	9.6%	2.4	2.3	7.7	-0.378	-0.18	0.419	0.657	-3.1	1012	i	3.0%
CC[C@H](C)[C@@H]1NC(=O)c2cc([N+](=O)[O-])cc(F)c2NCCCC[C@@H](C(N)=O)NC(=O)[C@H](CCCCN)NC1=O	i	28.4	i	-9.0	-16.7	-9.5	17.5%	2.1	2.5	2.5	0.356	-0.244	0.564	0.298	.	.	i	7.8%
C#CCOCCOCCOCCNc1nc(N2CCN(C(=O)[C@H]([C@@H](C)O)n3cc(CCCCN)nn3)CC2)nc(N2CCN(C(=O)[C@H]([C@@H](C)CC)n3cc(CCCN=C(N)N)nn3)CC2)n1	i	18.9	i	22.6	8.4	3.3	14.5%	3.0	2.6	11.0	-1.1	-0.0741	-0.212	2.49	0.8	518	i	-1.6%
CCCn1cc([C@@H]2C[C@H]3CN(Cc4cccc(Cl)c4)C(=O)[C@]34CCCN24)c(C)n1	i	39.5	.	.	.	.	-1.7%	.	.	.	0.436	-0.277	0.666	0.192	1.3	1292	i	-3.5%
O=C(NCCCn1ccnc1)c1cccc(S(=O)(=O)N2CCCCCC2)c1	i	37.1	i	1.1	24.2	25.5	-2.7%	1.4	1.5	3.7	-0.541	-0.305	-0.235	0.765	.	.	i	2.1%
O=c1[nH]nc(N2CCOCC2)c(=O)[nH]1	i	25.4	.	.	.	.	-5.1%	.	.	.	0.465	-0.177	0.147	-0.508	0.5	1335	i	2.3%
O=C(c1cnn2ccccc12)N1CCCc2ccccc21	i	33.0	i	5.8	-1.5	-10.0	3.6%	5.6	2.3	2.4	-0.926	-0.246	-0.355	0.426	-6.5	1229	i	2.6%
Cc1ccc(Cl)cc1NC(=O)COC(=O)C1CCCCC1	i	23.6	i	-8.5	16.2	13.6	2.8%	1.6	1.3	6.6	0.826	0.215	0.47	-1.53	.	.	i	0.2%
CCN1CCN(c2nc(-c3ccccc3)nc3ccccc23)CC1	i	42.2	i	-14.1	-9.8	18.1	-12.1%	3.2	3.5	2.7	0.0806	-0.234	0.0933	0.197	-3.5	506	i	-1.0%
CCC(C)c1ccccc1NC(=O)c1cc2cccc([N+](=O)[O-])c2[nH]1 (stereo unspecified)	i	29.1	.	.	.	.	-7.6%	.	.	.	-0.108	-0.285	0.458	0.443	2.2	1180	i	2.5%
CN(C)c1nc(NC(C)(C)C)nc(NC(C)(C)C)n1	i	8.4	i	1.9	43.9	41.3	7.5%	1.7	2.6	10.9	-0.897	-0.149	-0.462	0.362	0.6	1114	i	7.1%
O=C1c2ccccc2C(=O)N1CCCCSc1nc2ccccc2c(=O)n1CCCN1CCOCC1	i	45.4	i	2.3	15.7	12.2	-2.0%	3.7	1.1	8.8	-1.23	-0.378	-0.801	2.02	-0.4	1078	i	-1.4%
CSCC[C@H](NC(=O)CCCn1nnc2ccccc2c1=O)C(=O)O	i	37.2	.	.	.	.	3.0%	.	.	.	-0.443	-0.249	-0.276	0.739	-0.7	1246	i	3.7%
COc1cc(NS(=O)(=O)c2ccc(NC(=S)NC(=O)c3sc4ccccc4c3Cl)cc2)nc(OC)n1	i	47.5	i	9.3	2.6	4.2	11.9%	4.0	3.4	5.8	-0.807	-0.209	-0.107	0.368	.	.	i	14.7%
Cc1ccc(CNC(=O)C2CCCN(C(=O)N(C)C)C2)cc1 (stereo unspecified)	i	26.0	i	-3.9	1.5	10.7	15.5%	1.7	1.1	1.4	-0.376	0.859	0.112	-0.132	.	.	i	3.5%
CN(C)CCN(C(=O)c1ccc(Br)s1)c1nc2cc3c(cc2s1)OCCO3	i	36.4	i	3.8	-11.5	-0.5	-0.4%	4.0	2.4	5.1	-0.063	-0.266	0.474	0.634	0.1	1116	i	3.9%
COc1cccc2cc(C(=O)N(Cc3cccs3)CC3CCCO3)c(=O)oc12 (stereo unspecified)	i	10.6	i	10.6	9.9	6.2	2.3%	3.1	2.0	5.3	-0.602	1.1	0.584	-0.92	-2.0	1118	i	7.4%
Cc1ccc2[nH]c(C)c(CCNC(=O)c3cc4cc([N+](=O)[O-])ccc4oc3=O)c2c1	i	34.0	i	-10.3	-12.4	11.0	-84.5%	3.8	2.5	11.1	-0.954	-0.151	-0.551	4	-0.8	1085	i	2.2%
O=C(/C=C/c1ccc(F)cc1)NC(=S)Nc1ccccc1C(=O)NC1CCCCC1	i	21.5	i	16.8	14.0	-2.7	-8.6%	3.5	2.3	4.8	1.12	-0.152	0.657	-0.473	.	.	.	0.0%
Cc1cccc(C)c1N=Cc1c(O)n(-c2nccs2)c(=O)c2ccccc12	i	28.9	i	7.2	10.1	11.2	-2.4%	3.7	1.7	3.7	0.307	-0.139	0.0947	-0.401	0.2	1100	i	20.3%
CCN(CC)C(=O)CN(C#N)c1nc(Cl)nc(N(C)C)n1	i	10.4	i	4.5	8.0	0.2	13.9%	1.4	1.0	5.6	-0.256	-0.308	-0.174	1.16	-2.3	1044	i	0.3%
O=C(COC(=O)[C@H](Cc1c[nH]c2ccccc12)NC(=O)c1ccc(Cl)cc1)Nc1ccc2c(c1)OCO2	i	26.6	i	3.2	3.4	-0.9	11.4%	2.2	1.0	11.8	1.5	0.171	0.456	-1.24	.	.	i	-0.8%
COc1ccc(C(=O)Nc2ccc(O)cc2C(=O)O)cc1	i	35.4	i	-16.8	-0.5	7.0	3.1%	2.9	1.6	8.7	2.49	-0.119	1.62	-1.01	-2.7	994	i	11.4%
CC1=C(C(=O)Nc2ccc(F)cc2)C(c2cccc(C)c2)n2nc(CCCO)nc2N1 (stereo unspecified)	i	38.8	i	-4.8	9.4	7.3	-0.1%	1.6	1.5	2.6	1.18	-0.204	0.743	-0.269	-1.8	1098	i	11.8%
Cc1c(-c2ccccc2)nc(-c2ccccc2)[nH]c1=O	i	42.0	i	-13.8	-8.5	-4.7	25.1%	1.9	3.0	1.7	-0.945	-0.284	-0.653	1.2	-0.2	533	i	10.5%
COc1ccc(C2=CC(=O)N(Nc3ccccc3)C2=O)cc1	i	59.1	i	-5.3	40.7	42.8	8.3%	2.5	3.8	7.9	-5.11*	1.2*	-2.02*	0.0582*	1.4	1023	i	6.6%
O=S(=O)(Cc1ccco1)Cc1nc(-c2ccc(Cl)cc2)cs1	i	56.4	.	.	.	.	3.7%	.	.	.	0.579	-0.268	0.262	0.47	-0.2	1080	i	6.4%

Part of the list above in order of SMILES length, ascending.
SMILES	T cell modulator	T cell modulator vesicle-bound %	Autophagy mod	Autophagy mod cell loss 18 h	WT yeast gro inh	WT yeast gro inh mutant strain	P. falciparum M17LAP	MT stabilizer	MT stabilizer Hoechst-high %	MT stabilizer cytotoxicity %	Dynein transport	Dynein transport cytoplasmic EGFP	Dynein transport nuclear GR-EGFP	Dynein transport cell count	bCat nuc transl	bCat nuc transl cell count 5 µM	Yfh1-off respiration	M1AAP inhibition
Cc1c(-c2ccccc2)nc(-c2ccccc2)[nH]c1=O	i	42.0	i	-13.8	-8.5	-4.7	25.1%	1.9	3.0	1.7	-0.945	-0.284	-0.653	1.2	-0.2	533	i	10.5%
COc1ccc(C2=CC(=O)N(Nc3ccccc3)C2=O)cc1	i	59.1	i	-5.3	40.7	42.8	8.3%	2.5	3.8	7.9	-5.11*	1.2*	-2.02*	0.0582*	1.4	1023	i	6.6%
COc1cccc2cc(C(=O)N(Cc3cccs3)CC3CCCO3)c(=O)oc12 (stereo unspecified)	i	10.6	i	10.6	9.9	6.2	2.3%	3.1	2.0	5.3	-0.602	1.1	0.584	-0.92	-2.0	1118	i	7.4%
CN(C)CCN(C(=O)c1ccc(Br)s1)c1nc2cc3c(cc2s1)OCCO3	i	36.4	i	3.8	-11.5	-0.5	-0.4%	4.0	2.4	5.1	-0.063	-0.266	0.474	0.634	0.1	1116	i	3.9%
COc1cc(NS(=O)(=O)c2ccc(NC(=S)NC(=O)c3sc4ccccc4c3Cl)cc2)nc(OC)n1	i	47.5	i	9.3	2.6	4.2	11.9%	4.0	3.4	5.8	-0.807	-0.209	-0.107	0.368	.	.	i	14.7%
O=C(COC(=O)[C@H](Cc1c[nH]c2ccccc12)NC(=O)c1ccc(Cl)cc1)Nc1ccc2c(c1)OCO2	i	26.6	i	3.2	3.4	-0.9	11.4%	2.2	1.0	11.8	1.5	0.171	0.456	-1.24	.	.	i	-0.8%
